GPR151 ag: activators of human GPR151, primary screen, cell-based, PathHunter beta-arrestin, luminescence; G-protein coupled receptor 151 (Homo sapiens), Q8TDV0; PathHunter beta-arrestin GPR151 cells; activation, % at 11.2 µM; hit rate 1% among 650,000; AID 1508602, 2020; in the data active = activation above about 4.9%;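 note: 0% = median of compound wells and 100% = cells with positive control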
Target sequence (Q8TDV0 whole entry, looked up): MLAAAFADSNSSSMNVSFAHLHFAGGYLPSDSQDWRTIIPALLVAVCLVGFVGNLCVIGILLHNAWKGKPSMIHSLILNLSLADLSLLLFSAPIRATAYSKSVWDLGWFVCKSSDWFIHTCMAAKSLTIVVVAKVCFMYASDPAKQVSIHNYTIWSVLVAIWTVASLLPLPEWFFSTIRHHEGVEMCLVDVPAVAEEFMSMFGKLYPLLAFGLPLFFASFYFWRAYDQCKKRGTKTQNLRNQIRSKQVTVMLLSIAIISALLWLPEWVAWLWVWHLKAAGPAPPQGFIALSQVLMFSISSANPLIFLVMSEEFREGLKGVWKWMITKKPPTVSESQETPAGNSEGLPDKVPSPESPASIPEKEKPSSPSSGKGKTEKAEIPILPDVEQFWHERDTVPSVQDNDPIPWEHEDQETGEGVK
MITF primary: MITF inhibitors, primary screen, biochemical, AlphaScreen, human | Microphthalmia-associated transcription factor (Homo sapiens), O75030 | AlphaScreen MITF homodimerization, bead proximity signal | inhibition, % at 2.6 µM | hit rate 0.91% among 650,000 | AID 1259374, 2018; in the data active = inhibition above about 50%;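 note: 0% = vehicle wells with protein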
Target sequence (O75030 whole entry, looked up): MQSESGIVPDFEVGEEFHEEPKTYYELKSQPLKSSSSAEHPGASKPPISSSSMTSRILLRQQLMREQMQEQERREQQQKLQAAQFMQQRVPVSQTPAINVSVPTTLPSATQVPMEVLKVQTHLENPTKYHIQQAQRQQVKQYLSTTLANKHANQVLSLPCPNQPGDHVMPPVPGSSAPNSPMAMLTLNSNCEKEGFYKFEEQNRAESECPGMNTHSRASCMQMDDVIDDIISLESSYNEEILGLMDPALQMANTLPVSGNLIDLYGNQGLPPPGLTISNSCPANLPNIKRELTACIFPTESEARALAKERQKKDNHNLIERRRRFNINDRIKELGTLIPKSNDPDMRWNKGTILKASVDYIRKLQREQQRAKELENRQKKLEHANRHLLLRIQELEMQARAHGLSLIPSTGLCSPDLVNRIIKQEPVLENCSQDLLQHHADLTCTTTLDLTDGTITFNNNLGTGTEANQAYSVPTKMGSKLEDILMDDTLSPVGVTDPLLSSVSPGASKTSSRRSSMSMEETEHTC
TEAD-YAP block: TEAD-YAP interaction inhibition, primary screen, TEAD-YAP interaction inhibitor project, luminescence, HEK-TIYL cells. hit rate 1.4% among 640,000. inhibition, % at 9.12 µM. TEAD-Gal4/YAP UAS-luciferase luminescence; in the data active = inhibition above about 32%;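 note: 0% = median of test compound wells and 100% = reference inhibitor wells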
FBW7 act: FBW7 E3 ligase activators, primary screen, biochemical, AlphaScreen, human | normalized activity (activation), % at 26.1 µM | hit rate 0.13% among 650,000 | AlphaScreen FBW7–phospho-cyclin E peptide binding, activator screen | F-box/WD repeat-containing protein 7 (Homo sapiens), Q969H0 | AID 1259310, 2017; in the data active = normalized activity above about 1.9%;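 note: purified mutant Fbw7 with reduced substrate affinity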
* marks the source's active call; other numbers are inactive results. Outcome played no part in choosing rows, and some 3.4% of all compounds hit somewhere here.

SMILES	GPR151 ag	MITF primary	TEAD-YAP block	FBW7 act
CCn1ccc(C(=O)N2CCC(Oc3nc4c(F)cc(F)cc4s3)CC2)n1	-0.1	7	0	2.4*
COc1ccc(S(=O)(=O)Oc2ccc(C=C3C(=O)NC(=S)NC3=O)cc2OC)cc1	0.3	-6	54*	-0.1
COc1ccc(S(=O)(=O)N(CC(=O)NC(C)(C)C)c2ccc(Cl)cc2)cc1	0.8	0	-1	-0.1
CCCCCCCCCC(=O)NC(CCC(=O)O)C(=O)O (stereo not given)	0.9	13	4	0.1
Cc1cc(NCc2cccnc2)nc(Nc2cccc(N(C)C)c2)n1	-1.4	26	-6	-0.2
O=C(CSc1nc2ccsc2c(=O)n1-c1cccc(Cl)c1Cl)c1ccc(O)c(O)c1	-0.8	3	4	-0.4
O=C(Nc1ccc(I)cc1C(=O)NCc1ccco1)c1cccnc1	0.7	4	11	-0.3
COc1ccc(-c2c(C)c3ccc(O)c(CN4CCOCC4)c3oc2=O)cc1OC	-0.3	1	2	0.1
CC(C)(C)SCCNC(=O)CN(c1ccc(F)cc1)S(C)(=O)=O	-0.2	4	10	0.0
N#Cc1ccc(COC(=O)C2CCN(c3nc4ccccc4o3)CC2)cc1	2.9	-5	8	-0.1
COc1cc(C2C(=O)N(C3CCC(C)CC3)CC(=O)N2Cc2ccco2)ccc1OC(C)C (stereo not given)	-1.3	-13	-1	0.1
O=C(COc1ccccc1)NC1CC2CCC1C2 (stereo not given)	1.3	6	-5	0.0
Cc1ccc(N2C(=O)c3cccc4c(Cl)ccc(c34)C2=O)cc1	0.4	-2	2	-0.1
Cc1cccc(C(=O)Nc2nc3c(F)cc(F)cc3s2)c1	-0.3	7	-58	0.0
COc1ccccc1N1C(=O)c2cccc([N+](=O)[O-])c2C1=O	-0.7	-1	-7	0.3
Cc1ccc(NC(=O)CCc2ccccc2)cc1F	0.0	-6	-72	-0.1
COc1ccc(CCNS(=O)(=O)c2cc3c(cc2C)N(C)CCO3)cc1OC	0.1	9	-10	-0.2
NC(=O)c1ccc(-c2cn3c(NC(=O)CC4CC4)cnc3cn2)cc1	0.6	13	9	-0.1
CC1CCCC(NC(=O)CCSCc2ccccc2Cl)C1C (stereo not given)	-0.2	2	-8	0.0
COc1ccc(-n2nc(C(=O)NCC(=O)NCCC3=CCCCC3)c3ccccc3c2=O)c(OC)c1	-0.7	9	-8	0.0
CC(C)(C)NCCCOc1cccc(Cl)c1	2.4	-15	4	-0.1
CCn1nc(C(N)=O)c2ccccc2c1=O	-0.9	3	-3	0.7
O=C1N/C(=C/c2ccc(O)c([N+](=O)[O-])c2)C(=O)N1c1ccccc1	-0.6	12	3	-0.1
Cc1cc2nnn(C[C@@H](C)NC(=O)Cn3nnc4ccccc43)c2cc1C	0.4	4	-4	0.0
Cc1ccc(-c2csc(NC(=O)C3CC=CCC3C(=O)O)n2)cc1 (stereo not given)	0.6	-3	-8	-0.3
Cc1cccc(-n2c(SCC(=O)Nc3nccs3)nnc2-c2ccncc2)c1C	0.5	-2	4	0.0
O=C(c1ccc([N+](=O)[O-])cc1Cl)N1CCN(Cc2ccc3c(c2)OCO3)CC1	-0.3	-8	3	-0.2
Cc1ccc(-n2c(SCC(=O)NCC3CCCO3)nc3n[nH]c(C)c3c2=N)cc1Cl (stereo not given)	1.1	9	13	0.1
Cc1nn(CC(=O)O)c(=O)c2cc3ccsc3n12	-0.3	-2	-4	0.3
CC(C)(C)NC(=O)C(C(=O)c1ccccc1)n1cc(Cl)ccc1=O (stereo not given)	-1.2	6	-1	0.4
O=S(=O)(NCc1ccccc1)c1ccc2nsnc2c1	-0.2	3	-11	0.3
CC(C)(C)NC(=O)C1C(=O)CNC23CCCCC2C1c1ccccc1O3 (stereo not given)	-0.8	10	-4	0.3
Cc1ccc(NC(=O)CN(c2cc(C)cc(C)c2)S(=O)(=O)c2c(C)noc2C)cc1	-0.9	16	2	0.8
CC(OC(=O)CN1C(=O)NC2(CCCCC2C)C1=O)C(=O)c1cccc(Cl)c1 (stereo not given)	0.8	0	-8	0.5
O=[N+]([O-])c1ccccc1OCCNCC1CCCO1 (stereo not given)	0.4	29	-8	-0.2
O=C(Oc1ccc2ccccc2c1)c1cccs1	0.8	-12	0	0.0
O=S(=O)(c1ccc(Cl)s1)N1CCSc2ccccc21	-1.1	8	16	0.5
Cc1cc(C)cc(NC(=O)C2CC23CCN(C(=O)c2n[nH]c(=O)c4ccccc24)CC3)c1 (stereo not given)	0.4	-17	4	0.1
O=C(NCc1ccc2c(c1)OCO2)c1cc(Cl)ccc1[N+](=O)[O-]	2.6	11	21	0.3
O=C(Nc1ccc(NC(=O)c2ccc(F)c3ccccc23)cc1)c1ccc(F)c2ccccc12	0.5	-7	0	-0.1

Compound profiles, as listed above.
Cc1ccc(-c2csc(NC(=O)C3CC=CCC3C(=O)O)n2)cc1 (stereo not given) across the screens: GPR151 ag: 0.6; MITF primary: -3; TEAD-YAP block: -8; FBW7 act: -0.3
Cc1cc(C)cc(NC(=O)C2CC23CCN(C(=O)c2n[nH]c(=O)c4ccccc24)CC3)c1 (stereo not given) across the screens: GPR151 ag: 0.4; MITF primary: -17; TEAD-YAP block: 4; FBW7 act: 0.1

Random excerpt: 3 entries already listed.
SMILES	GPR151 ag	MITF primary	TEAD-YAP block	FBW7 act
O=C(NCc1ccc2c(c1)OCO2)c1cc(Cl)ccc1[N+](=O)[O-]	2.6	11	21	0.3
Cc1cc2nnn(C[C@@H](C)NC(=O)Cn3nnc4ccccc43)c2cc1C	0.4	4	-4	0.0
CC(C)(C)NCCCOc1cccc(Cl)c1	2.4	-15	4	-0.1

(more compounds)
SMILES	GPR151 ag	MITF primary	TEAD-YAP block	FBW7 act
COc1ccc(Cc2nnc(NC(=O)c3ccc(C(C)(C)C)cc3)s2)cc1	4.9	1	4	0.0
CCSC(C)CC1CC(=O)CC(=O)C1C(=O)OC (stereo not given)	-0.8	17	0	0.7
COc1ccc(Br)cc1/C=C/C(=O)Nc1cccc(NC(=O)c2ccco2)c1	0.3	-11	13	-0.1
CN(C)S(=O)(=O)c1cc(NC(=O)CSc2nc(N)cc(=O)[nH]2)ccc1Cl	-0.5	2	5	-0.1
CC(=O)Nc1ccc2nn(-c3cccc(C(F)(F)F)c3)nc2c1	0.5	4	-11	0.6
CCCNc1nc(-c2ccc(N3CCN(C)CC3)cc2)nc2c1ncn2C1CCCCC1	-0.6	-1	-1	-0.2
CC1=NN(C(N)=S)C(=O)C1N=Nc1ccccc1[N+](=O)[O-] (stereo not given)	0.9	15	4	-0.6
c1ccc(CCNc2nc(-c3cccs3)cs2)cc1	0.0	1	-70	-0.1
COc1cccc(/C=C2\N=C(c3ccc(Br)cc3)OC2=O)c1	1.1	-6	-2	0.0
CCNC(=O)c1ccc(N2C(=O)CSC23C(=O)Nc2ccccc23)cc1 (stereo not given)	-0.6	-22	-4	-0.1
Nc1cc(=O)[nH]c(SCc2cccc(Br)c2)n1	-0.4	16	8	0.0
CC1(C2CCCCC2)Cc2ccccc2-c2nc(SCc3ccccc3)n(Cc3ccccc3)c(=O)c21 (stereo not given)	-0.9	-1	-2	0.0
O=C1CCCN1CCCn1c(=S)[nH]c2ccc(F)cc2c1=O	-0.9	8	-18	-0.1
COc1ccc(-c2nc(Nc3ccc(F)cc3Cl)c3ccccc3n2)cc1OC	1.0	16	-7	-0.1
CSCCNC(=O)CC1C(=O)NCCN1CC(c1ccccc1)c1ccccc1 (stereo not given)	-0.3	2	0	-0.1
CC(C)CN1CCN(Cc2c(O)ccc3ccccc23)CC1CCO (stereo not given)	-0.2	-15	-1	0.1
C=CCSc1ncccc1C(=O)NCc1ccccc1	0.7	6	-3	0.3
Cc1ccc(S(=O)(=O)Nc2cc(Br)c(O)c(Br)c2)cc1	2.5	0	1	-0.1
CCC1=NN2C(=N)/C(=C/c3cc(Cl)c(OCCOc4cc(C)ccc4C)c(OC)c3)C(=O)N=C2S1	-1.0	6	-7	-0.1
O=C(Nc1cccc(Cl)c1)c1cc(S(=O)(=O)N2CCN(c3ccccc3F)CC2)ccc1F	-0.1	-2	-7	-0.1

Six entries from above, reformatted.
| smiles | GPR151 ag | MITF primary | TEAD-YAP block | FBW7 act |
| --- | --- | --- | --- | --- |
| c1ccc(CCNc2nc(-c3cccs3)cs2)cc1 | 0.0 | 1 | -70 | -0.1 |
| COc1cccc(/C=C2\N=C(c3ccc(Br)cc3)OC2=O)c1 | 1.1 | -6 | -2 | 0.0 |
| CCNC(=O)c1ccc(N2C(=O)CSC23C(=O)Nc2ccccc23)cc1 (stereo not given) | -0.6 | -22 | -4 | -0.1 |
| Nc1cc(=O)[nH]c(SCc2cccc(Br)c2)n1 | -0.4 | 16 | 8 | 0.0 |
| CC1(C2CCCCC2)Cc2ccccc2-c2nc(SCc3ccccc3)n(Cc3ccccc3)c(=O)c21 (stereo not given) | -0.9 | -1 | -2 | 0.0 |
| O=C1CCCN1CCCn1c(=S)[nH]c2ccc(F)cc2c1=O | -0.9 | 8 | -18 | -0.1 |

Continuation:
SMILES	GPR151 ag	MITF primary	TEAD-YAP block	FBW7 act
COc1nsc(I)c1C#N	0.0	15	5	0.0
Cc1c(CN2CCN(c3ccccc3)CC2)c(=O)n(-c2ccccc2)n1C	-1.6	-18	-3	0.0
CCN(CC)C(=O)c1sc(NC(=O)c2cc(Cl)ccc2[N+](=O)[O-])c(C#N)c1C	-1.0	6	8	0.2
COC(=O)Cc1c(C)c2ccc(OCC(=O)c3ccccc3)cc2oc1=O	-0.6	0	5	0.0
CN1CCN(C2=NC(=O)/C(=C\c3ccc(N(C)C)cc3)S2)CC1	0.6	9	-5	-0.1
Cc1cccc(OCCN2C(=O)C3(OCCCO3)c3ccccc32)c1	1.5	5	-7	0.1
COCCNC1CCN(Cc2ccccc2OC(F)F)CC1	0.9	-2	-5	0.0
Cc1ccc(C(=O)c2sc3nc(C)ccc3c2N)cc1	-1.0	0	-22	0.2
c1ccc2[nH]c(CNc3nc(-c4ccc(N5CCOCC5)nc4)nc4nc[nH]c34)nc2c1	-2.3	-4	-2	0.0
CCOc1cc(/C=N/NC(=O)CNC(=O)c2cccc(F)c2)ccc1O	0.0	12	10	0.1
COc1ccc(Oc2coc3cc(OC(=O)c4c(C)cc(C)cc4C)ccc3c2=O)cc1	0.0	7	1	0.1
Cc1ccnc(NC=C2C(=O)OC(C)(C)OC2=O)c1	2.9	4	3	-0.1
COc1ccc2c(c1)c(=O)oc1cc(OCC(=O)O)ccc12	0.5	4	2	0.0
Cc1ccc(-c2cc(C(=O)NNC(=S)NCC3CCCO3)c3ccccc3n2)o1 (stereo not given)	-1.2	-9	-12	-0.1
CCC(C)NC(=O)Cn1c(=S)[nH]c2ccccc2c1=O (stereo not given)	4.7	-11	-1	0.1
CN1C(=O)/C(=C/c2cc(Br)ccc2O)N(C)C1=S	0.5	14	6	0.2
N#CCOC(=O)c1cccc(-c2ccc(C=C3C(=O)NC(=S)NC3=O)o2)c1	0.8	11	-3	-0.4
Nc1nc(-c2ccc(Cl)cc2)nn1C(=O)CCc1ccccc1	-0.3	-14	-9	-0.1
CCc1ccc(OCC(=O)NS(=O)(=O)c2ccc(Cl)cc2)cc1	1.0	16	7	0.4
O=C(Oc1coc(CSc2ncccn2)cc1=O)c1ccccc1C(F)(F)F	1.6	3	12	0.0
COc1cccc(NC(=S)Nc2ccc(OC)cc2OC)c1	0.3	-9	2	-0.2
COCC1CCN(C(=O)c2ccc(OC)c(OC3CCN(C(C)C)CC3)c2)CC1	0.4	13	-12	0.2
Cc1nc(C)c(C(=O)NNS(=O)(=O)c2ccccc2)s1	0.4	9	-4	0.3
CCNc1cccc(C(=O)NCc2ccccc2)n1	0.9	12	0	0.1
COCc1ccc([C@@H]2C[C@H]3CN(c4ccccc4OC)C(=O)[C@]34CCCN24)o1	0.6	-1	-3	-0.1
O=C(CN1C(=O)C2CCC(c3ccccc3)CC2C1=O)Nc1ccc(Br)cc1 (stereo not given)	-0.6	10	7	0.8
O=C(Nc1ccccc1C(=O)OCc1cccc([N+](=O)[O-])c1)c1ccccc1	0.0	7	-5	0.2
Cc1cccc(Nc2nc3ccccc3n3c(C)nnc23)c1	0.0	-13	-3	-0.1
O=C(/C=C/c1cccc([N+](=O)[O-])c1)NCc1ccc(Cl)cc1	2.4	3	12	-0.2
COc1ccc(N(CC(=O)NCc2ccccc2)S(C)(=O)=O)cc1OC	-0.3	1	-5	0.0
O=C(N/N=C/c1cc(Br)ccc1O)c1cc(-c2cccs2)[nH]n1	1.3	18	66*	-0.2
O=C(c1ccc(N2CCC(NCCCc3cccnc3)CC2)cc1)N1CCCC(O)C1 (stereo not given)	-0.1	7	7	0.1
Cc1c(/C=C/c2nc3ccccc3c(=O)[nH]2)c2ccccc2n1C	-0.5	19	26	0.1
Cc1cc(C)nc(Nc2ccc(C)c([N+](=O)[O-])c2)n1	-0.1	21	-13	-0.2
O=C(NCc1ccc2c(c1)OCO2)c1ccc(Cl)cc1	0.4	-2	-1	0.0
Cc1ccc2nc(C(F)(F)F)c(C(=O)N(CCN(C)C)Cc3ccccc3)n2c1	-0.5	13	7	-0.4
CC1=C(C(=O)Nc2ccccc2)C(c2ccc(O)cc2)NC(=S)N1 (stereo not given)	1.0	1	3	0.0
CCOC(=O)c1c(NC(=O)c2ccc(S(=O)(=O)N3CCCC(C)C3)cc2)sc2c1CCN(C(=O)OCC)C2 (stereo not given)	-0.4	4	12	0.0

Screening data: PubChem, The Scripps Research Institute Molecular Screening Center
